MOR-DOR inv ag = inverse agonist of human OPRM1-OPRD1 heterodimerization; cell-based MOR-DOR heterodimer luminescence, inverse agonism; AID 504357; 0.21% of 340,000 active; P35372+P41143; inhibition, % at 9.3 µM; in the data active = inhibition above about 22%, passing the limit was not always enough;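 note: 0% = cells with DMSO and 100% = wells without cells with DMSO; values of inactives mirror those of a sister screen read the other way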
HTR5A ag ctr = activates human HTR5A in OPRM1-OPRD1 agonist counter-screen | HTR5A agonist assay, luminescence, cell-based | 0.61% of 340,000 active | P47898 | activation, % at 9.3 µM; in the data active = activation mostly above about 9.5%, no sharp cut-off; inactive = mostly below about 7.6%;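 note: 0% = cells with vehicle only and 100% = reference agonist; strong numbers were not always called active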
DAGLB inh = blocks human DAGLB lipase activity; 0.059% of 340,000 active; inhibition, % at 5.17 µM; Q8NCG7; HEK293T DAGLB membrane lysate, EnzChek fluorogenic substrate; in the data active = inhibition above about 34%;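 note: 0% = enzyme with vehicle and 100% = wells lacking enzyme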
DSG3 Ab inh = human desmoglein-3 autoantibody binding inhibition; binding (percent of control), % at 10 µM; 0.48% of 310,000 active; DSG3-coupled beads, scFv-anti-DSG3-GFP binding, flow cytometry; active compounds read low;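 active = binding more than 3 SD below its plate's average and above zero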;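 note: hits lower antibody fragment binding to DSG3; some compounds called inactive have numbers as strong as hits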
Target sequence (P32926 whole entry, looked up, the tested form may be a part): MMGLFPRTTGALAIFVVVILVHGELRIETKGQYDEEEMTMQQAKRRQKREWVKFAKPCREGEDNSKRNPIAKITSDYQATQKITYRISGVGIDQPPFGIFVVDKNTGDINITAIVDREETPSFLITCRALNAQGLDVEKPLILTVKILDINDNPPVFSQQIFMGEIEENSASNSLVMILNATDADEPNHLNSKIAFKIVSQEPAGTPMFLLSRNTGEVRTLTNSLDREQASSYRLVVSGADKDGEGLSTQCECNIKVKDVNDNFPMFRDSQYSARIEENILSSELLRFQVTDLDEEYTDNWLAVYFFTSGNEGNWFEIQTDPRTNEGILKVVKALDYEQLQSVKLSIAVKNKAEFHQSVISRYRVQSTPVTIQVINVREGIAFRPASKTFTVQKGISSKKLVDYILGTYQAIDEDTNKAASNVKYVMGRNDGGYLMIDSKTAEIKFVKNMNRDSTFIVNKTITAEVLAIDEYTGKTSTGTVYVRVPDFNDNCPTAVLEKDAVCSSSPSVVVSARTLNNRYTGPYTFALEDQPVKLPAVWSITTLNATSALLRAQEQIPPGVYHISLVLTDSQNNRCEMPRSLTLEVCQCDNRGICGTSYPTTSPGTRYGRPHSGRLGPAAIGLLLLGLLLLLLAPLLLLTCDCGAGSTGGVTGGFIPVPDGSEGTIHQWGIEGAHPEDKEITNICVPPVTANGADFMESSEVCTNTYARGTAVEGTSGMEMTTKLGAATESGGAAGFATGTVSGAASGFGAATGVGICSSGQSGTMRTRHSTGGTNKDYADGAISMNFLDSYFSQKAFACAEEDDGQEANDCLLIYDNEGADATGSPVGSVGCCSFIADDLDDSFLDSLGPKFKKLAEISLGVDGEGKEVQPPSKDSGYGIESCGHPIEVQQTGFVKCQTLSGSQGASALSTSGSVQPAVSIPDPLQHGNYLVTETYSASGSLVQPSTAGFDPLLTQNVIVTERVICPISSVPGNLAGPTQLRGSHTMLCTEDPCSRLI
Arr AP2 block = human beta-arrestin and AP2 interaction inhibition | 0.31% of 340,000 active | FITC-arrestin peptide / GST-AP2 beads, flow cytometry; AP2 beta2 appendage carries R879A mutation | inhibition, % at 10 µM;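 active = inhibition above a set limit, near 3 SD of compounds lacking own fluorescence, cut at about 54% in these data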;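 note: plate controls were DMSO wells for no effect and 5 µM unlabelled arrestin peptide for full effect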
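Measured by: flow cytometry, FL1 (488/535 nm); Material: AP2 appendage R879A on GSH beads; Evaluation: percent response; Timing: pre-incubation 12 min, peptide binding 1 h, room temperature; Also added: 50 nM FITC-arrestin peptide; Medium: PBS with 0.05% Tween 20 and 0.1% BSA.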
MOR-DOR ag = OPRM1-OPRD1 heterodimerization agonism | P35372+P41143 | cells, luminescence | activation, % at 9.3 µM | 0.3% of 340,000 active | AID 504326; in the data active = activation above about 18%;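 note: 0% = vehicle-treated cells and 100% = reference agonist; values of inactives mirror those of a sister screen read the other way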
V-ATPase pH = yeast V-ATPase proton transport regulation by pHLuorin; S. cerevisiae, pHLuorin cytosolic pH fluorescence; response, % at 10 µM; 0.37% of 350,000 active; AID 504577; in the data active = response mostly above about 7.3%, no sharp cut-off; inactive = mostly below about 5.4%; note: actives read high; inactives centre near 0; some compounds called inactive have numbers as strong as hits; reference of the scale not given here
PKA-R1A activ = PKA-R1A complex activation; P00514+P68181; PKA-R1A dissociation, Cy5-IP20 fluorescence polarization; scaled: DMSO 0%, 113 µM cGMP 100%; activation, % at 11.4 µM; 0.083% of 340,000 active; AID 504707;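 active = percent activation above the mean of all tested compounds plus 3 SD, cut at about 19% in these data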;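 note: higher means more PKAc released from R1A so a rise in polarization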
PKA-R2B activ = PKA-R2B complex activation. activation, % at 11.4 µM. 0.079% of 340,000 active. PKA-R2B holoenzyme dissociation, Cy5-IP20 fluorescence polarization; R2B truncated from residue 108, S112A mutant; 0% DMSO only, 100% 113 µM cGMP. P22694+P31323;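 active = activation above a cutoff set at the mean over all compounds plus 3 SD, cut at about 18% in these data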;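 note: higher means more holoenzyme dissociation and a rise in polarization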
HTR5A inv ag = counter-screen for OPRM1-OPRD1 inverse agonists: human HTR5A inverse agonism; HTR5A cell line, luminescence; inhibition, % at 9.3 µM; 0.083% of 340,000 active; in the data active = inhibition mostly above about 23%, no sharp cut-off; inactive = mostly below about 18%;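 note: 0% = cells with DMSO and 100% = no-cell wells with DMSO; some compounds called inactive have numbers as strong as hits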
* hit, by the source's call; . = no result given.

SMILES	MOR-DOR inv ag	HTR5A ag ctr	DAGLB inh	DSG3 Ab inh	Arr AP2 block	MOR-DOR ag	V-ATPase pH	PKA-R1A activ	PKA-R2B activ	HTR5A inv ag
Cc1sc2nc(CN3CCOCC3)nc(NS(=O)(=O)c3ccc4c(c3)OCCO4)c2c1C	5	2	-1	.	0	-0.8	-1	8	8	-6
O=C(c1ccc(-c2cccc(C(F)(F)F)c2)o1)N1CCCCCCC1	-14	4	-7	106	-2	2.6	-1	-5	-17	-10
O=C(NCc1ccccc1C(F)(F)F)C12CN(Cc3ccccc3)CC1C(c1ccc([N+](=O)[O-])cc1)=NO2 (configuration not stated)	-10	3	-8	99	2	1.8	-2	6	5	-8
CCCN(CCc1ccccc1)C1CCc2c(O)cccc2C1 (configuration not stated)	-35	24*	0	100	17	6.5	-8	1	1	-87
O=C(CN1C(=O)NC2(CCCCCC2)C1=O)Nc1ccc([N+](=O)[O-])cc1	21	-4	-1	98	19	-4.8	2	-1	-5	14
CCN(C(=O)CN1CCCCC1C)c1c(N)n(Cc2ccccc2)c(=O)[nH]c1=O (configuration not stated)	12	-3	-1	97	39	-2.3	7	-12	-7	11
Cc1cc(C)nc(NC(=O)c2ccc(Br)s2)n1	2	-2	1	113	-7	-0.5	-4	-9	-9	8
CC(C)N(CCc1ccncc1)C(=O)Nc1ccc(Cl)c(Cl)c1	1	10	0	103	-4	-0.2	-2	-11	-1	-28
O=[N+]([O-])c1ccc(CN2CCN(c3ccccc3Cl)CC2)o1	4	2	-2	118	3	-0.7	2	-1	-3	-6
Cc1sc(NC(=O)c2c(F)cccc2F)nc1-c1ccccc1	-3	6	-2	110	44	0.7	1	-3	-8	-23
CC1CN(C2CCN(C(=O)c3ccccc3Cl)CC2)CC(C)O1 (configuration not stated)	14	4	-1	102	27	-2.9	-5	5	-1	-9
Cc1c(C(=O)NNC(=O)c2csc(N3CCOCC3)n2)oc2ccccc12	3	0	-1	110	4	-0.8	-2	-4	-9	0
O=C(Nc1ccc(Cl)cc1)c1nc[nH]c1C(=O)N1CCN(c2ccccc2)CC1	-27	1	1	99	-9	4.7	1	-9	-8	-4
O=C(Nc1ccc(Cl)cc1)OCCn1nnnc1C(c1ccccc1)N1CCOCC1 (configuration not stated)	-12	-8	0	114	3	2.1	-4	-4	-1	-32
C=CCn1c(-c2cccc(OC)c2)n[nH]c1=S	11	4	3	110	-1	-2.0	-1	-9	-11	11
O=C(/C=C/c1ccccc1[N+](=O)[O-])NCc1ccccc1Cl	-11	5	-3	.	12	2.4	-3	-5	2	-10
Cc1ccc(S(=O)(=O)NCc2cn3ccccc3n2)c(C)c1	11	-1	2	111	-28	-2.1	0	-11	-4	5
CC(C)Oc1ccccc1/C=N/n1nnnc1N	7	0	-3	97	19	-1.4	2	-8	0	22
CSc1nnc(Nc2ccccc2C)s1	-2	3	2	104	6	0.3	1	-11	-6	-8
Cc1ccc(-c2cc(N)n(-c3ccc(F)cc3)n2)cc1	3	-4	-1	122	1	-0.7	0	-8	-9	18
Cc1cccc(NC(=O)CSc2nc3[nH]c(=O)cc(O)c3s2)c1	5	-4	10	104	-3	-1.2	0	-10	3	10
S=C(NCc1ccccc1Cl)NC1CCCC1	3	-1	-3	97	-4	-0.7	-5	-6	-9	4
COc1ccc(C(CNC(=O)COc2ccccc2C#N)N2CCOCC2)cc1 (configuration not stated)	2	-2	3	.	5	-0.5	0	-1	-3	4
CCOC(=O)c1sc2nc(CSCC(=O)OCc3ccc(C(=O)OC)o3)[nH]c(=O)c2c1C	8	-1	-2	97	7	-1.5	7	-3	-4	-5
O=S(=O)(Nc1cccc2cccnc12)c1ccccc1	47*	-4	-2	93	4	-8.4	0	-10	-10	9
Next part:
SMILES	MOR-DOR inv ag	HTR5A ag ctr	DAGLB inh	DSG3 Ab inh	Arr AP2 block	MOR-DOR ag	V-ATPase pH	PKA-R1A activ	PKA-R2B activ	HTR5A inv ag
CCOC(=O)c1nnn(CC(=O)N2N=C(c3ccccc3)CC2c2ccccc2)c1C(=O)OCC (configuration not stated)	0	-1	0	104	-3	-0.1	-1	4	-7	-7
CCn1c(SCC(=O)Nc2ccc(S(=O)(=O)Nc3ccccn3)cc2)nnc1-c1ccncc1	12	4	-1	107	3	-2.1	-1	-5	11	-13
CN(C)S(=O)(=O)c1ccc(NS(=O)(=O)/C=C/c2ccccc2)cc1	-3	4	0	.	3	0.4	-2	6	6	-12
COc1ccc(OC)c(S(=O)(=O)N(C)CC(=O)Nc2ccccc2OC)c1	21	-4	1	99	10	-4.4	-2	-17	-3	11
COc1ccc(C)cc1NC(=O)C(c1ccccc1)N1CCNC(=O)C1 (configuration not stated)	-3	4	2	117	-1	0.7	-3	-10	-7	-9
CCN(C(=O)COC(=O)CNC(=O)c1ccccc1C)C1=CCCCC1	14	1	-1	98	22	-3.3	0	-1	-4	-4
CC1(C)CC(=O)C(CC2=C(O)CC(C)(C)CC2=O)=C(O)C1	10	4	2	105	4	-1.9	1	-2	2	-10
N#Cc1c(-c2ccco2)nc(SCc2ccc(F)cc2)[nH]c1=O	8	-4	12	105	5	-1.4	2	-6	-9	11
COc1ccc(CCC(=O)Nc2cc(S(=O)(=O)N3CCOCC3)ccc2OC(C)C)cc1	10	0	-2	98	-7	-2.4	-4	-9	6	-1
Cc1cc(-c2ccccc2)nc(N/N=C/c2cccnc2)n1	0	11*	0	97	11	0.0	2	-2	1	-27
COc1ccc(C)cc1NS(=O)(=O)c1ccc(NS(=O)(=O)c2ccc(NC(C)=O)cc2)cc1	0	4	-6	100	10	0.0	10	8	12	-10
O=C(Nc1nnc(-c2cccnc2)o1)c1ccccc1Cl	8	-2	-3	122	-12	-1.6	1	-11	-7	5
Cc1ccccc1C(=O)Nc1ccc2nc3n(c(=O)c2c1)CCC3	8	-1	1	100	-1	-1.5	0	-8	-1	2
Cc1ccc(N(CCC#N)C(=O)CSc2ccc3c(c2)OCCO3)cc1	14	7	3	111	16	-2.9	-1	-7	1	-16
CCC(C)NC(=O)CNC(=S)N(Cc1ccccc1)Cc1cccnc1 (configuration not stated)	3	-1	-1	108	-3	-0.5	1	-2	-1	-6
N#Cc1c(-c2ccccc2)nc(N2CCN(Cc3ccccc3)CC2)[nH]c1=O	18	-1	1	96	4	-3.8	-1	8	-1	5
COc1cc(N)c(C(O)c2nccc3cc(OC)c(OC)cc23)cc1OC (configuration not stated)	-40	4	-1	97	4	8.0	1	-13	-4	-11
CC(=O)c1cccc(NC(=O)/C(=C\c2cccnc2)NC(=O)c2ccc(C)cc2)c1	10	3	-2	100	22	-1.4	5	2	7	6
CC(O)CNCc1ccc(-c2ccccc2)cc1 (configuration not stated)	10	6	-1	99	28	-1.7	-5	-14	-11	2
COc1ccc(N(CC(=O)NCC(C)C)S(=O)(=O)c2ccccc2)cc1	13	-2	0	105	5	-2.6	1	6	1	4
Cc1cccc(C(=O)OCC(=O)N2CC(C)OC(C)C2)c1C (configuration not stated)	0	5	-4	103	11	0.0	8	-1	-17	-10
Cc1ccc(COC(=O)c2cccc(S(=O)(=O)N3CCCCC3)c2)cc1	6	4	-8	101	40	-0.9	3	-12	-1	-11
O=C(CN1CCOCC1)N(c1ccccc1)c1ccc2ccccc2c1	11	4	0	105	-13	-2.0	1	-2	0	-2
O=C(C1CCC1)N1CCc2cc(S(=O)(=O)NC3CCCc4ccccc43)ccc21 (configuration not stated)	13	-3	-2	101	-2	-2.3	5	2	-10	-3
CCCNC(=O)C1CC(=O)N(c2ccc(OCC)cc2)C1 (configuration not stated)	5	2	0	118	27	-1.0	3	6	-7	-4

Part of the list above with just HTR5A ag ctr and V-ATPase pH.
molecule,HTR5A ag ctr,V-ATPase pH
O=C(Nc1nnc(-c2cccnc2)o1)c1ccccc1Cl,-2,1
Cc1ccccc1C(=O)Nc1ccc2nc3n(c(=O)c2c1)CCC3,-1,0
Cc1ccc(N(CCC#N)C(=O)CSc2ccc3c(c2)OCCO3)cc1,7,-1

The listing continues:
SMILES	MOR-DOR inv ag	HTR5A ag ctr	DAGLB inh	DSG3 Ab inh	Arr AP2 block	MOR-DOR ag	V-ATPase pH	PKA-R1A activ	PKA-R2B activ	HTR5A inv ag
COC(=O)c1cc(S(=O)(=O)N2CCN(c3ccccc3F)CC2)c[nH]1	-8	-3	-5	101	1	1.5	3	-2	-1	-9
CC(C)n1cc(CN2CCC(n3nccc3NC(=O)Cc3ccccc3)CC2)cn1	-1	5	2	.	33	0.3	0	-6	1	-2
COc1ccc(C(=O)OCC(=O)NC(C)(C)C)cc1[N+](=O)[O-]	17	-8	-2	91	-15	-2.9	-1	-11	-6	20
O=C(Nc1cccc(C(=O)O)c1)/C(=C\c1ccc2c(c1)OCO2)NC(=O)c1ccc(Br)o1	6	1	3	104	3	-1.0	7.5*	0	2	-3
O=C(Nc1ccccc1)c1nn(-c2ccccc2)c(=O)cc1C(F)(F)F	7	1	-2	.	101*	-1.7	8	2	4	13
CSc1ccccc1NC(=O)Nc1ccc(F)c(Cl)c1	-37	7	-9	.	9	6.8	-1	-6	-1	-4
O=C(COC(=O)c1cnccn1)Nc1cccc(F)c1	11	-1	-3	.	-4	-2.9	-7	1	-4	-9
COc1ccc(CNC(=O)CN(Cc2ccccc2)C(=O)c2csnn2)cc1	22	-5	4	.	0	-3.6	-1	-9	-9	-12
Cc1ccc(Cn2c(NCCc3ccccc3)nc3c2c(=O)n(C)c(=O)n3C)cc1	2	7	-2	103	-4	-0.4	-2	-8	-3	-17
Cc1cnn2c(C3CC3)ccnc12	10	0	1	110	-3	-1.9	-4	-9	7	0
COc1ccc(C(=O)Nc2ccc(NC(=O)c3ccccc3OC)nc2)cc1	-15	1	-1	103	1	2.1	1	-8	-10	5
Cc1ccc(-c2noc(CCC(=O)NC3CCN(Cc4ccccc4)CC3)n2)cc1	4	-4	-3	101	21	-1.1	4	0	-8	-15
CC(C)C[C@H](NC(=O)OCC1c2ccccc2-c2ccccc21)C(=O)O	12	4	4	.	-8	-2.2	3	-13	-9	-13
Cc1ccccc1OCCC(=O)OCC(=O)Nc1ccc(C)c(S(=O)(=O)N2CCCCC2)c1	.	.	-7	98	.	.	.	8	1	.
CCc1c(C)nc2ncnn2c1NC1CCCc2ccccc21 (configuration not stated)	-9	-3	4	113	7	1.9	13*	-3	5	8
O=C(COC(=O)/C=C/c1ccccc1[N+](=O)[O-])Nc1ccc(OC(F)F)cc1	-6	7	-6	96	25	1.4	0	-8	-5	-4
Cc1cc(Cl)ccc1NC(=O)CN1C(=O)CSc2ccc(S(=O)(=O)N3CCOCC3)cc21	15	2	0	119	-14	-2.8	4	6	-5	-10
NS(=O)(=O)c1ccc(CNS(=O)(=O)Cc2ccc(Cl)cc2)cc1	6	-4	0	110	9	-1.2	-4	3	-6	12
Cc1cc(C(=O)Nc2cc(C)on2)on1	3	14	1	104	4	-0.5	-3	2	-1	-41
CCOc1cc(C(=O)N(C)CC(=O)Nc2cccc(F)c2)ccc1OCC(=O)N1CCCCC1	10	-3	3	105	3	-2.0	2	-7	-5	7
CC1CCCCN1CC(=O)NCc1ccc2c(c1)OCO2 (configuration not stated)	-5	4	1	106	5	0.8	1	-7	-3	-53
